IDH1 mut inh = inhibitors of IDH1 R132H reductase, primary screen, biochemical, plate reader, single point | Isocitrate dehydrogenase [NADP] cytoplasmic (Homo sapiens), O75874 | AID 624101, 2012 | 0.18% of 70,000 active | inhibition, % at 10 µM | diaphorase/resazurin fluorescence, 60 min; in the data active = inhibition above about 34%;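 note: 0% = DMSO and 100% = no enzyme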
EZH2 inh = EZH2/PRC2 methyltransferase inhibitors, primary screen, biochemical, DELFIA time-resolved fluorescence, single point | Histone-lysine N-methyltransferase EZH2 (Homo sapiens), Q15910 | PRC2 H3K27 methylation, DELFIA TRF, 1 h | inhibition, % at 12.5 µM | 0.35% of 57,000 active;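 active = mean inhibition of replicates at least 50% and every single replicate also reaching 50%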;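 note: dimethyl H3K27 on biotinylated H3 21-44 peptide detected by antibody; plate controls were median neutral control wells for no effect and median positive control wells for full effect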
Target sequence (Q15910 whole entry, looked up): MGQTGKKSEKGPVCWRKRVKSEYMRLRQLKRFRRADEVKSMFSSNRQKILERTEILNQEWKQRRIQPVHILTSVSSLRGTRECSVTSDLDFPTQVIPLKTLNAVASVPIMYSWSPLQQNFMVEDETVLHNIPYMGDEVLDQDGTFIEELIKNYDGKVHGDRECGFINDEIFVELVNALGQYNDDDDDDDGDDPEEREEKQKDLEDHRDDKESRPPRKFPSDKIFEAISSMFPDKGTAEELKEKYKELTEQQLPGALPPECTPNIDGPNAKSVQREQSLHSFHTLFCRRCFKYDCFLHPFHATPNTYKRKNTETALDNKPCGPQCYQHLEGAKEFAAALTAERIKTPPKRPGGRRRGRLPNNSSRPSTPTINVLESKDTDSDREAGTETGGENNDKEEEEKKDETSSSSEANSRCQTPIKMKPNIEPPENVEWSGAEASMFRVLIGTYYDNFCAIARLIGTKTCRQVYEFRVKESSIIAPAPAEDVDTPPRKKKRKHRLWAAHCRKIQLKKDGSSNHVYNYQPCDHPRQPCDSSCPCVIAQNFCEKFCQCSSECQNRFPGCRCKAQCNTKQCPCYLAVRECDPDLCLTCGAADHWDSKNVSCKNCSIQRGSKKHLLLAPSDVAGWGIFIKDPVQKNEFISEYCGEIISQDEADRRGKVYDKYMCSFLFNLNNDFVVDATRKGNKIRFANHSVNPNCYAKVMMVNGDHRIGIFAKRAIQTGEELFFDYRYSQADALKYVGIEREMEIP
Starred values were filed as active, the others as inactive; . = no result given. Some of the compounds tested. The share of hits here may be higher or lower than overall.

SMILES	IDH1 mut inh	EZH2 inh
O=C(Nc1ccccc1)c1ccc(Br)c(S(=O)(=O)Nc2ccccn2)c1	-0.5	-13.2
O=C(CSc1nc2ccccc2[nH]1)Nc1ccc2c(c1)oc1ccccc12	0.1	-12.4
C[C@@H]1CN([C@H](C)CO)S(=O)(=O)c2ccc(-c3cncnc3)cc2O[C@@H]1CN(C)C(=O)C1CCCCC1	.	5.4
COc1ccc(NC(=O)N(C)C[C@@H]2Oc3c(NS(=O)(=O)c4ccc(F)cc4)cccc3C(=O)N([C@@H](C)CO)C[C@H]2C)cc1	1.1	.
Cc1noc(C)c1NC(=O)Nc1ccc2c(c1)C(=O)N([C@H](C)CO)C[C@@H](C)[C@@H](CN(C)Cc1ccncc1)OCCCC[C@H](C)O2	4.0	.
C[C@@H]1CN([C@@H](C)CO)C(=O)c2cccc(NC(=O)Nc3ccccc3)c2O[C@@H]1CN(C)S(=O)(=O)c1ccc(F)cc1	.	-7.5
C[C@@H]1CCCCO[C@@H](CN(C)S(=O)(=O)c2cccs2)[C@@H](C)CN([C@@H](C)CO)C(=O)c2cc(NS(=O)(=O)c3ccc(Cl)cc3)ccc2O1	1.2	.
C[C@H]1CN([C@@H](C)CO)S(=O)(=O)c2ccc(C#Cc3ccncc3)cc2O[C@@H]1CN(C)C	11.6	-13.6
Cc1ccc(S(=O)(=O)Nc2cccc3c2O[C@H](CN(C)C)[C@H](C)CN([C@H](C)CO)C3=O)cc1	0.3	-1.3
C[C@@H]1CCCCO[C@@H](CN(C)Cc2ccc(C(=O)O)cc2)[C@H](C)CN([C@@H](C)CO)C(=O)c2cc(NS(C)(=O)=O)ccc2O1	3.1	.
O=C(C[C@H]1C=C[C@@H](NC(=O)c2cccnc2)[C@@H](CO)O1)NCc1ccc(Cl)c(Cl)c1	0.1	-2.2
C[C@H](CO)N1C[C@H](C)[C@H](CN(C)C(=O)Nc2ccccc2)Oc2c(NC(=O)c3nc4ccccc4s3)cccc2C1=O	1.1	.
C[C@H](CO)N1C[C@H](C)[C@@H](CN(C)Cc2ccccc2C(=O)O)Oc2cc(-c3ccccc3)ccc2S1(=O)=O	-1.4	-0.6
C[C@@H]1CN([C@H](C)CO)C(=O)Cc2cc(NC(=O)Cc3cn(C)c4ccccc34)ccc2O[C@H]1CN(C)CC1CC1	-33.8	.
O=C(Cn1ccc([N+](=O)[O-])n1)N1CCOCC1	-0.2	-7.6
C[C@@H]1CN([C@H](C)CO)C(=O)Cc2cc(NC(=O)C3CC3)ccc2O[C@H]1CN(C)CC1CCCCC1	0.7	.
COc1ccc(S(=O)(=O)N(C)C[C@H]2Oc3ccc(NC(=O)CCN4CCOCC4)cc3C(=O)N([C@@H](C)CO)C[C@H]2C)cc1	-0.9	.
C[C@H]1CN([C@@H](C)CO)C(=O)Cc2cc(NC(=O)CCCCCC(=O)Nc3ccccc3N)ccc2O[C@H]1CN(C)Cc1ccc(-c2ccccc2)cc1	0.3	.
C[C@@H]1CN([C@@H](C)CO)C(=O)Cc2cc(NS(=O)(=O)c3cccs3)ccc2O[C@@H]1CN(C)S(=O)(=O)c1ccc(F)cc1	0.1	.
Cc1ccc(S(=O)(=O)N(C)C[C@@H]2OCCCC[C@H](C)Oc3ccc(N(C)C)cc3C(=O)N([C@@H](C)CO)C[C@@H]2C)cc1	-2.8	-10.3
CC(=O)c1cccc(NC(=O)Nc2cccc(S(=O)(=O)N3CCOCC3)c2)c1	-0.2	0.3
COCC(O)CSc1nc(C)[nH]c1[N+](=O)[O-] (centres undefined)	0.0	-7.5
COc1ccc(S(=O)(=O)N(C)C[C@H]2Oc3ccc(NS(=O)(=O)c4ccccc4)cc3CC(=O)N([C@@H](C)CO)C[C@@H]2C)cc1	-2.4	.
O=C(C[C@@H]1C[C@@H]2c3cc(NC(=O)Nc4ccccc4)ccc3O[C@@H]2[C@@H](CO)O1)NCc1ccccn1	0.2	17.8
Cc1ccc(-c2cnc3c(c2)C(=O)N([C@@H](C)CO)C[C@@H](C)[C@@H](CN(C)CC2CCOCC2)O3)cc1	-0.1	15.0
COc1cccc(-c2ccc3c(c2)O[C@@H](CN(C)C(=O)C2CC2)[C@H](C)CN([C@@H](C)CO)S3(=O)=O)c1	.	0.6
CCC(=O)N(C)C[C@H]1Oc2cc(-c3cccnc3)ccc2S(=O)(=O)N([C@H](C)CO)C[C@@H]1C	1.4	-5.5
C[C@H](CO)N1C[C@H](C)[C@H](CN(C)C)Oc2ccc(NC(=O)Nc3ccc(F)cc3)cc2C1=O	2.1	.
Nc1nc(-c2ccc(Cl)c(Cl)c2)c(-c2ccncc2)s1	10.3	.
CCC(=O)N1C[C@@H](C)[C@@H](OC)CN(C)C(=O)c2cc(NC(=O)C3CCCCC3)ccc2OC[C@@H]1C	0.3	8.7
C[C@@H]1CN([C@H](C)CO)C(=O)c2cccc(NC(=O)CCCCCC(=O)Nc3ccccc3N)c2O[C@@H]1CN(C)C(=O)Nc1ccc2c(c1)OCO2	.	-30.3
C[C@H]1CN([C@@H](C)CO)C(=O)Cc2cc(NC(=O)Nc3ccccc3)ccc2O[C@H]1CN(C)S(=O)(=O)c1ccc(Cl)cc1	0.3	-12.5
C=CC1c2cc(OC)c(OC)cc2CC(C)N1Cc1ccc(OC)cc1 (centres undefined)	.	-7.5
CC(C)NC(=O)Nc1ccc2c(c1)C(=O)N([C@@H](C)CO)C[C@H](C)[C@H](CN(C)C(=O)Cc1ccccc1)OCCCC[C@@H](C)O2	.	-33.5
O=C(NCCN1CCOCC1)c1ccc(NC(=O)C2COc3ccccc3O2)cc1 (centres undefined)	-0.3	-0.5
CCCNC(=O)N1C[C@@H](C)[C@H](OC)CN(C)C(=O)c2ccc(NS(C)(=O)=O)cc2OC[C@H]1C	0.1	9.3
C[C@@H]1CN([C@@H](C)CO)C(=O)c2cccc(NC(=O)Nc3ccc(F)cc3)c2O[C@@H]1CN(C)CC1CCCCC1	.	-8.8
C/C=C/c1cnc2c(c1)C(=O)N([C@@H](C)CO)C[C@@H](C)[C@@H](CN(C)C(=O)Cc1ccccc1)O2	0.1	8.5
Cc1ccc(S(=O)(=O)N(C)C[C@@H]2Oc3ccc(NC(=O)NC4CCCCC4)cc3C(=O)N([C@H](C)CO)C[C@H]2C)cc1	-0.9	-15.4
O=C(N[C@H]1C=C[C@H](CC(=O)N2CCCCC2)O[C@H]1CO)c1cccc(F)c1	-0.2	3.8
O=C(Cc1ccccn1)NCC[C@@H]1CC[C@@H](NC(=O)Nc2ccc(Cl)cc2)[C@@H](CO)O1	0.1	-7.4
C[C@@H]1CN([C@@H](C)CO)C(=O)c2cc(/C=C/c3ccccc3)cnc2O[C@@H]1CN(C)S(=O)(=O)c1cccs1	0.2	31.4
CCN1CCOC(CC(=O)Nc2cc(OC)cc(OC)c2)C1=O (centres undefined)	0.1	5.0
O=C(C[C@H]1C[C@@H]2c3cc(NC(=O)Nc4ccc(C(F)(F)F)cc4)ccc3O[C@@H]2[C@H](CO)O1)NCc1ccc(Cl)cc1	-0.4	-7.1
C[C@H](CO)N1C[C@H](C)[C@@H](CN(C)CC2CCOCC2)Oc2ncc(-c3cccc(F)c3)cc2C1=O	6.3	3.4
CO[C@@H]1CN(C)C(=O)c2cc(NC(=O)Nc3c(C)noc3C)ccc2OC[C@@H](C)N(C)C[C@@H]1C	-0.2	-1.7
CCS(=O)(=O)N[C@H]1C=C[C@@H](CC(=O)NCc2ccc(Cl)cc2)O[C@H]1CO	0.2	7.4
Cn1cnc(S(=O)(=O)N[C@H]2C=C[C@H](CC(=O)NCC3CC3)O[C@@H]2CO)c1	-0.5	-3.5
COc1ccc(NC(=O)C2=C(C)NC(=O)NC2c2cc(OC)ccc2OC)c(OC)c1 (centres undefined)	0.4	-1.5
Cc1noc(C)c1NC(=O)Nc1ccc2c(c1)CC(=O)N([C@H](C)CO)C[C@H](C)[C@H](CN(C)CC1CC1)O2	0.5	-7.0
CNC[C@@H]1OCCCC[C@H](C)Oc2ccc(NC(=O)Nc3cccc4ccccc34)cc2C(=O)N([C@H](C)CO)C[C@@H]1C	-16.9	-19.9
COC(=O)c1c(NC(=O)c2c(OC)cccc2OC)sc2c1C(C(=O)OC)CC2 (centres undefined)	-0.9	3.5
CC(C)NC(=O)N(C)C[C@@H]1OCc2cnnn2CCCC(=O)N([C@H](C)CO)C[C@H]1C	0.2	6.8
COc1ccc(-c2cn(CC[C@@H]3CC[C@@H](NC(=O)c4cnccn4)[C@H](CO)O3)nn2)cc1	0.3	3.5
O=C(Nc1ccc(Cl)cc1)N[C@H]1CC[C@@H](CCn2cc(Cc3ccccc3)nn2)O[C@@H]1CO	-0.1	-11.4
Cc1ccc(S(=O)(=O)N[C@H]2CC[C@@H](CC(=O)NCCN3CCCCC3)O[C@@H]2CO)cc1	0.1	-5.2
C[C@H]1CN([C@@H](C)CO)C(=O)CCCn2cc(nn2)CO[C@H]1CN(C)S(=O)(=O)c1ccc(-n2cccn2)cc1	-1.6	.
COc1ccccc1C(=O)Nc1ccc2c(c1)C(=O)N(C)C[C@H](OC)[C@H](C)CN(CC1CC1)[C@@H](C)CO2	-0.1	6.7
CO[C@H]1CN(C)C(=O)c2cc(NC(=O)c3cccc(F)c3)ccc2OC[C@@H](C)N(CC2CC2)C[C@H]1C	-0.4	7.5
CCC(=O)Nc1ccc2c(c1)OC[C@@H](C)N(Cc1ccccn1)C[C@H](C)[C@@H](OC)CN(C)C2=O	0.3	8.6

The listing continues.
SMILES	IDH1 mut inh	EZH2 inh
COCc1cn(CC[C@H]2CC[C@@H](NC(=O)Nc3ccc(OC)cc3)[C@H](CO)O2)nn1	-0.5	5.1
C[C@H]1CN([C@@H](C)CO)C(=O)c2cc(C#Cc3cccnc3)cnc2O[C@@H]1CN(C)S(=O)(=O)c1ccccc1F	-1.6	0.1
COC(=O)C(CC#Cc1ccc2c(c1)[C@]1(C(=O)N2)[C@H](c2ccc(O)cc2)N2[C@H](c3ccccc3)[C@H](c3ccccc3)OC(=O)[C@H]2[C@@H]1C(N)=O)C(=O)OC	.	-28.9
O=C(N[C@H]1CC[C@@H](CCNS(=O)(=O)c2cccc(Cl)c2)O[C@H]1CO)c1ccc(F)cc1	0.4	1.6
COc1ccc(NC(=O)N(C)C[C@H]2Oc3c(NC(=O)C4CCCCC4)cccc3C(=O)N([C@H](C)CO)C[C@H]2C)cc1	.	-11.6
O=C(CSc1nc(-c2ccc(Cl)cc2)cs1)Nc1cccc([N+](=O)[O-])c1	-0.8	30.5
Cc1ccc(S(=O)(=O)N2C(=O)CCC2C(=O)Nc2ccc(Cl)c(Cl)c2)cc1 (centres undefined)	-0.5	20.2
C[C@H](CO)N1C[C@H](C)[C@H](CN(C)Cc2ccc(C(=O)O)cc2)OCCCC[C@H](C)Oc2ccc(NC(=O)Nc3ccc(F)cc3)cc2C1=O	1.6	.
C[C@H](CO)N1C[C@H](C)[C@H](CN(C)S(=O)(=O)c2ccccc2F)OCc2ccccc2-c2ccccc2C1=O	-1.9	0.2
C[C@H]1CN([C@@H](C)CO)S(=O)(=O)c2ccc(C#CC3CC3)cc2O[C@@H]1CN(C)Cc1ccncc1	4.5	-13.8
CO[C@@H]1CN(C)C(=O)c2ccc(NC(=O)C3CCOCC3)cc2OC[C@H](C)N(C)C[C@H]1C	.	-20.0
C[C@H]1CN([C@@H](C)CO)S(=O)(=O)c2ccc(-c3cccnc3)cc2O[C@@H]1CN(C)CC1CC1	0.7	-5.6
CNC[C@H]1Oc2c(NS(=O)(=O)c3cccs3)cccc2C(=O)N([C@H](C)CO)C[C@H]1C	1.6	.
C[C@@H]1CN([C@@H](C)CO)C(=O)Cc2cc(NC(=O)NC3CCCCC3)ccc2O[C@@H]1CN(C)Cc1ccc(C(=O)Nc2ccccc2N)cc1	0.3	-21.2
CNC[C@@H]1OCCCC[C@@H](C)Oc2ccc(NC(=O)Nc3ccc(OC)cc3)cc2C(=O)N([C@H](C)CO)C[C@H]1C	9.3	-1.6
C[C@H]1CN([C@@H](C)CO)C(=O)c2cccc(NS(=O)(=O)c3ccc(F)cc3)c2O[C@@H]1CN(C)Cc1ccccc1	.	-0.4

Part of the list above in order of count of non-hydrogen atoms, falling:
SMILES	IDH1 mut inh	EZH2 inh
COC(=O)C(CC#Cc1ccc2c(c1)[C@]1(C(=O)N2)[C@H](c2ccc(O)cc2)N2[C@H](c3ccccc3)[C@H](c3ccccc3)OC(=O)[C@H]2[C@@H]1C(N)=O)C(=O)OC	.	-28.9
C[C@@H]1CN([C@@H](C)CO)C(=O)Cc2cc(NC(=O)NC3CCCCC3)ccc2O[C@@H]1CN(C)Cc1ccc(C(=O)Nc2ccccc2N)cc1	0.3	-21.2
COc1ccc(NC(=O)N(C)C[C@H]2Oc3c(NC(=O)C4CCCCC4)cccc3C(=O)N([C@H](C)CO)C[C@H]2C)cc1	.	-11.6
CNC[C@@H]1OCCCC[C@@H](C)Oc2ccc(NC(=O)Nc3ccc(OC)cc3)cc2C(=O)N([C@H](C)CO)C[C@H]1C	9.3	-1.6
C[C@H]1CN([C@@H](C)CO)C(=O)c2cccc(NS(=O)(=O)c3ccc(F)cc3)c2O[C@@H]1CN(C)Cc1ccccc1	.	-0.4
C[C@H](CO)N1C[C@H](C)[C@H](CN(C)S(=O)(=O)c2ccccc2F)OCc2ccccc2-c2ccccc2C1=O	-1.9	0.2
C[C@H]1CN([C@@H](C)CO)S(=O)(=O)c2ccc(C#CC3CC3)cc2O[C@@H]1CN(C)Cc1ccncc1	4.5	-13.8
CO[C@@H]1CN(C)C(=O)c2ccc(NC(=O)C3CCOCC3)cc2OC[C@H](C)N(C)C[C@H]1C	.	-20.0
CNC[C@H]1Oc2c(NS(=O)(=O)c3cccs3)cccc2C(=O)N([C@H](C)CO)C[C@H]1C	1.6	.
Cc1ccc(S(=O)(=O)N2C(=O)CCC2C(=O)Nc2ccc(Cl)c(Cl)c2)cc1 (centres undefined)	-0.5	20.2
O=C(CSc1nc(-c2ccc(Cl)cc2)cs1)Nc1cccc([N+](=O)[O-])c1	-0.8	30.5

Screening data: PubChem BioAssay, Broad Institute
